Source: PubChem BioAssay
RGS4 inhibitor: human RGS4 inhibition; Transcreener GDP fluorescence polarization, RGS4-accelerated GTP hydrolysis; Potency, µM (doses to about 114 µM), without a hit: at the top dose activity change, negative = inhibition, most hits filed as inhibitors; 390,000 tested, 0.039% active; AID 504845; also: % is scaled to controls: 0 for no effect and ±100 for the full control effect; nearly all actives have a fitted effect of over 75% in size; some results filed as inactive show a strong effect at the top dose
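MLSMR compounds (23 nl, pin-transferred) preincubated 10 min at room temperature with a 500nM (2x) first reagent, then RGS4 at 900nM (2x) plus Transcreener GDP mix added; fluorescence polarization (620/688 nm) read before and after 90 min at 30 °C.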
Pin1 inhibitor: inhibitors of human Pin1. Potency, µM (doses to about 115 µM), without a hit: top-dose activity, negative = inhibition, hits mostly inhibitors. Pin1 FP peptide displacement, HiFluor488, 10 min. AID 504891. Q13526. 390,000 tested, 0.009% active; active = well fitted inhibition curve with a large enough effect in the polarisation, with a control signal flat, not every such curve was filed as active; inconclusive = small, poorly fitted or top-dose-only effect, or effect the other way, or a change in a side signal; inactive = no such curve, though single readings can be large or run the other way; the % refers to the polarisation; also: % is scaled to controls: 0 for no effect and ±100 for the full control effect
HP1b binding inh: blocks HP1-beta chromodomain binding to methylated histone tails; Potency, µM (titrated, usually from 114 µM), inactives show at the top dose activity change, negative = inhibition, actives largely listed as inhibitors; AlphaScreen HP1-beta / biotin-H3K9me3 peptide binding; P83916; AID 540317; 390,000 tested, 0.56% active; also: nearly all actives have a fitted effect of over 70% in size; inactives centre near 23
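AlphaScreen: HP1-beta (50 nM) preformed 30 min with biotin-H3(1-18)K9me3 peptide (50 nM) in PBS pH 7.4, 0.01% Tween-20. Compound added for 30 min at RT, then streptavidin donor/nickel chelate acceptor beads (10 ug/mL) for 30 min.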
PGK inhibitor: inhibitors of T. brucei phosphoglycerate kinase. 380,000 tested, 0.043% active. Potency, µM (top dose mostly 57.5 µM), without a hit: top-dose activity change, negative = inhibition, hits mostly inhibitors. PGK/GAPDH coupled, Kinase-Glo luminescence, 60 min. P07378; also: % is scaled to controls: 0 for no effect and ±100 for the full control effect; nearly all actives have a fitted effect of over 60% in size
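Luminescent ATP detection (Kinase-Glo Plus) follows a 60-minute room-temperature incubation, with wells lacking PGK as controls. Buffer: 100 mM TEA (pH 7.6), 5 mM MgCl2, 0.01% Tween-20. Coupling enzyme GAPDH (100 nM final) supplies unstable 1,3-BPG in-well.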
ERG-DNA inh: blocks human ERG Ets domain binding to DNA. P11308. fluorescence polarization, His-ERG Ets domain / labelled DNA. Potency, µM (highest dose often 76.9 µM), inactives show top-dose FP activity, negative = inhibition, actives largely listed as inhibitors. 370,000 tested, 0.028% active. AID 624246; active = well fitted inhibition curve with a large enough effect in the polarisation, with a control signal flat; inconclusive = small, poorly fitted or top-dose-only effect, or effect the other way, or a change in a side signal; inactive = no such curve, though single readings can be large or run the other way; the % refers to the polarisation;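 also: polarization taken with two DNA probes labelled with fluorescein and Texas red; % of control where 0% means no effect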
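His-tagged ERG Ets domain (1 uM in the protein solution; 300mM KCl, 50mM Tris-HCl, 1mM EDTA, 1mM DTT, pH 7.5) received compound, then a probe mix of 5 nM fluorescein-DNA and 100nM Texas-615-DNA. Fluorescence polarization was read for both dyes.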
12-LOX inh: blocks human arachidonate 12S-lipoxygenase; P18054; purified 12hLO, xylenol orange hydroperoxide absorbance; Potency, µM (titrated, usually from 108 µM), inactives show at the highest dose activity change, negative = inhibition, usual class: inhibitors; 580,000 tested, 1.1% active; also: % is scaled to controls: 0 for no effect and ±100 for the full control effect
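Purified human 12hLO at 150 nM in 25 mM Hepes, 0.01% Triton X-100, pH 7.0, preincubated 15 min at room temperature with compound. Reaction started with 40 uM arachidonic acid, 30 min at room temperature. Hydroperoxide measured by Fe-xylenol orange, 573/405 nm absorbance ratio.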
GLS inh: glutaminase GLS (human) inhibition; GLS enzymatic activity, qHTS titration; Potency, µM (series often up to 45.5 µM), for the others: at the highest dose activity change, negative = inhibition, most hits filed as inhibitors; 410,000 tested, 0.21% active; O94925; also: % is scaled to controls: 0 for no effect and ±100 for the full control effect
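Human kidney-isoform GLS in 45 mM KH2PO4 pH 8.2, 0.02% Tween-20, with compound, started with 1mM L-Glutamine (added stock). Glutamate oxidase/HRP/Amplex red coupled fluorescence read at start and after 30 min at RT.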
TrxR1 inh: rat TrxR1 inhibition; O89049; recombinant rTrxR1, NADPH fluorescence consumption, selenite substrate; Potency, µM (series often up to 114 µM), for inactives: at the top dose activity change, negative = inhibition, usual class: inhibitors; 390,000 tested, 1% active; AID 588453; also: % is scaled to controls: 0 for no effect and ±100 for the full control effect; nearly all actives have a fitted effect of over 65% in size
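Rat TrxR1 (90 nM in the dispensed reagent) was pre-reduced with 400 uM NADPH for 5 min at room temperature, then incubated with compound for 15 min. After 400 uM selenite was added, NADPH fluorescence (Ex 340/Em 450 nm) was followed for 8 min.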
JMJD2A Tudor inh: JMJD2A Tudor domain (human) inhibition. 390,000 tested, 4.4% active. AlphaScreen JMJD2A-Tudor / H3K4me3 peptide binding. AID 504339. O75164. Potency, µM (top dose mostly 114 µM), for the others: at the highest dose activity change, negative = inhibition, actives largely listed as inhibitors; also: % is scaled to controls: 0 for no effect and ±100 for the full control effect; nearly all actives have a fitted effect of over 50% in size
Target sequence (O75164 whole entry, looked up, the tested form may be a part): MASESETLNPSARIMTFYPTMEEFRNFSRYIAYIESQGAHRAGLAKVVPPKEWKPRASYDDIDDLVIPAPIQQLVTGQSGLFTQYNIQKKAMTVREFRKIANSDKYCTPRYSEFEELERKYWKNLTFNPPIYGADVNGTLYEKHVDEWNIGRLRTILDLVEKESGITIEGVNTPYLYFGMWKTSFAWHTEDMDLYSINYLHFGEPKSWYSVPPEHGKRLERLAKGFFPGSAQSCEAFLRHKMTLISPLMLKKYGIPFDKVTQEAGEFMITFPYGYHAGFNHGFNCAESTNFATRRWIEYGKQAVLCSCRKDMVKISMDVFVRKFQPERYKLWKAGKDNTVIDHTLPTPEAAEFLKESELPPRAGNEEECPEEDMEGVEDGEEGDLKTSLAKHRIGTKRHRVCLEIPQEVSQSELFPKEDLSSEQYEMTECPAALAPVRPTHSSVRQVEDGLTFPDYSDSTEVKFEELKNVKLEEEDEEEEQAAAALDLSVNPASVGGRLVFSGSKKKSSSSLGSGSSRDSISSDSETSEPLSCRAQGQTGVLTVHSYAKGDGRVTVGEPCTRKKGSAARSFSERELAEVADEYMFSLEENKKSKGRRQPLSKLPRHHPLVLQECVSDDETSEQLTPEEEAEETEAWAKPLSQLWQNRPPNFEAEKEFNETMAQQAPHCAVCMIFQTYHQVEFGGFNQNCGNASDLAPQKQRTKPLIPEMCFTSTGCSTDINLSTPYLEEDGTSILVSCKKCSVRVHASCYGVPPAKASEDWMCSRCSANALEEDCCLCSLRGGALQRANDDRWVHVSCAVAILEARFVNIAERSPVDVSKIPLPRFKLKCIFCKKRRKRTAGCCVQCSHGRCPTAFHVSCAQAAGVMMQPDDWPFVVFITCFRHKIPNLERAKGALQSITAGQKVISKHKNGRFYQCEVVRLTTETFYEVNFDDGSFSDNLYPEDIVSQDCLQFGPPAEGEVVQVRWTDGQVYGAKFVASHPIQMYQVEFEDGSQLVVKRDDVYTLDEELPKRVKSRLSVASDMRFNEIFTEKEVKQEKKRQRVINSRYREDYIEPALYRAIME
Starred values were filed as active, the others as inactive; & = joins results of further samples; [ ] = remark or other dose. Unless noted, calls follow the shape of the dose curve; as a rule, active = well fitted curve in the direction sought with a large enough effect; inconclusive = small, poorly fitted or top-dose-only effect, or another doubt; inactive = no such curve, though single readings can be large; an effect the other way counts as inactive or inconclusive. Potency is read from the fitted curve at half-maximal effect. Some of the compounds tested. The share of hits here may be higher or lower than overall.

Start of the data: the first three records, to show the layout:
`Cc1cc(C)c(S(=O)(=O)N2CCCOC2CNC(=O)C(=O)NCc2ccccn2)c(C)c1` (stereo unspecified) gave RGS4 inhibitor 4%, Pin1 inhibitor -10%, HP1b binding inh 22%, PGK inhibitor -16%, ERG-DNA inh 5%, 12-LOX inh -1%, GLS inh 3%, TrxR1 inh 8%[57.1 µM] and JMJD2A Tudor inh -4%.
For Clc1cccc(CSc2nnc(-c3ccccn3)n2Cc2ccco2)c1 the results were RGS4 inhibitor -31%, Pin1 inhibitor 2%, HP1b binding inh 19%, PGK inhibitor 0%, ERG-DNA inh 0%, 12-LOX inh -51%, GLS inh 3%, TrxR1 inh inconclusive and JMJD2A Tudor inh -26%.
`COc1ccc(Br)cc1[C@H]1[C@H]2C=CC[C@@H](C)[C@@H]2C(=O)N1Cc1ccccc1` gave RGS4 inhibitor -9%, Pin1 inhibitor -2%, HP1b binding inh 36%, PGK inhibitor -2%, ERG-DNA inh -1%, 12-LOX inh -1%, GLS inh 1%, TrxR1 inh -8%[57.1 µM] and JMJD2A Tudor inh -7%.

Main list, previewed entries included:
`Cc1cc(C)c(S(=O)(=O)N2CCCOC2CNC(=O)C(=O)NCc2ccccn2)c(C)c1` (stereo unspecified) gave RGS4 inhibitor 4%, Pin1 inhibitor -10%, HP1b binding inh 22%, PGK inhibitor -16%, ERG-DNA inh 5%, 12-LOX inh -1%, GLS inh 3%, TrxR1 inh 8%[57.1 µM] and JMJD2A Tudor inh -4%.
For Clc1cccc(CSc2nnc(-c3ccccn3)n2Cc2ccco2)c1 the results were RGS4 inhibitor -31%, Pin1 inhibitor 2%, HP1b binding inh 19%, PGK inhibitor 0%, ERG-DNA inh 0%, 12-LOX inh -51%, GLS inh 3%, TrxR1 inh inconclusive and JMJD2A Tudor inh -26%.
`COc1ccc(Br)cc1[C@H]1[C@H]2C=CC[C@@H](C)[C@@H]2C(=O)N1Cc1ccccc1` gave RGS4 inhibitor -9%, Pin1 inhibitor -2%, HP1b binding inh 36%, PGK inhibitor -2%, ERG-DNA inh -1%, 12-LOX inh -1%, GLS inh 1%, TrxR1 inh -8%[57.1 µM] and JMJD2A Tudor inh -7%.
For CCOC(=O)c1c(S(=O)(=O)N2CCCC2)c(C)n(C)c1C the results were RGS4 inhibitor -6%, Pin1 inhibitor 5%, HP1b binding inh 19%, PGK inhibitor 4%, ERG-DNA inh -9%, 12-LOX inh 1%, GLS inh 8%, TrxR1 inh 10% and JMJD2A Tudor inh -6%.
O=C(OCN1C(=O)c2ccccc2C1=O)c1ccco1 was read as RGS4 inhibitor 20%, Pin1 inhibitor -7%, HP1b binding inh 15%, PGK inhibitor -7%, ERG-DNA inh 1%, 12-LOX inh 15%, GLS inh 7%, TrxR1 inh -20% and JMJD2A Tudor inh -4%.
N#CCCCCN1c2cccc3cccc(c23)S1(=O)=O was read as RGS4 inhibitor 9%, Pin1 inhibitor 1%, HP1b binding inh 52%[activator], PGK inhibitor -11%, ERG-DNA inh -1%, 12-LOX inh -5%, GLS inh 12%, TrxR1 inh -13% and JMJD2A Tudor inh 26%.
Screening O=C1C(=Cc2ccco2)CCC1=Cc1ccco1 returned RGS4 inhibitor inconclusive, HP1b binding inh 3.5µM*, PGK inhibitor 3.5µM*, ERG-DNA inh 31%[activator], 12-LOX inh 35µM*, GLS inh 73%[activator], TrxR1 inh 2.8µM* and JMJD2A Tudor inh 3.2µM*.
COc1ccccc1N1CCN(C(=O)c2ccccc2SCC(=O)N2CCCC2)CC1 was read as RGS4 inhibitor -1%, Pin1 inhibitor 2%, HP1b binding inh 35%, PGK inhibitor 0%, ERG-DNA inh -11%, 12-LOX inh -12%, GLS inh 7%, TrxR1 inh -4% and JMJD2A Tudor inh -19%.
CC(C)c1c(O)nc(SCC(=O)Nc2ccc3c(c2)CCC3)[nH]c1=O was read as RGS4 inhibitor -8%[11.4 µM], Pin1 inhibitor 5%, HP1b binding inh 42%[activator], PGK inhibitor 0%, ERG-DNA inh 0%, 12-LOX inh 4%, GLS inh 10%, TrxR1 inh -4%[57.1 µM] and JMJD2A Tudor inh -23%[11.4 µM].
For COc1ccc(-n2ccnc2SCC(=O)NCc2ccco2)c(OC)c1 the results were RGS4 inhibitor -28%, Pin1 inhibitor 1%, HP1b binding inh 17%, PGK inhibitor -2%, ERG-DNA inh 11%, 12-LOX inh 26%, GLS inh -2%, TrxR1 inh 16%[57.1 µM] and JMJD2A Tudor inh inconclusive.
`CCN1CCN(c2nc3sc4c(c3c(=O)n2-c2ccc(OC)cc2)CCCCC4)CC1` gave RGS4 inhibitor 14%, Pin1 inhibitor 4%, HP1b binding inh -6%, PGK inhibitor -1%, ERG-DNA inh -4%, 12-LOX inh -29%, GLS inh 1%, TrxR1 inh 1% and JMJD2A Tudor inh inconclusive.
CCCNC(=O)C1CCN(S(=O)(=O)c2ccc3[nH]c(=O)ccc3c2)CC1 was read as RGS4 inhibitor -28%, Pin1 inhibitor 2%, HP1b binding inh 31%, PGK inhibitor inactive, ERG-DNA inh 9%, 12-LOX inh -12%, GLS inh -7%, TrxR1 inh -10%[57.1 µM] and JMJD2A Tudor inh -10%.
CCNC(=O)NC(=O)C(C)OC(=O)Cc1coc2cc3c(cc12)CCC3 (stereo unspecified) was read as RGS4 inhibitor -14%, Pin1 inhibitor -7%, HP1b binding inh 21%, PGK inhibitor -9%, ERG-DNA inh 9%, 12-LOX inh -2%, GLS inh -2%, TrxR1 inh 6% and JMJD2A Tudor inh -8%.
`CCOC(=O)N1CCN(c2ncc(C(F)(F)F)cc2Cl)CC1` gave RGS4 inhibitor -21%, Pin1 inhibitor -7%, HP1b binding inh 88%[activator], PGK inhibitor -9%, ERG-DNA inh -3%, 12-LOX inh 1%, GLS inh -2%, TrxR1 inh 19%[57.1 µM] and JMJD2A Tudor inh 21%.
For Cc1cc(C(=O)N2CCN(c3ccccc3)CC2)c2c(C)nn(-c3cccc(F)c3)c2n1 the results were RGS4 inhibitor -16%, Pin1 inhibitor 6%, HP1b binding inh 41%[activator], PGK inhibitor -2%, ERG-DNA inh -2%, 12-LOX inh -28%, GLS inh 7%, TrxR1 inh 17% and JMJD2A Tudor inh 6%.
CC(=O)Nc1ccc(OCCC[n+]2ccccc2)cc1 was read as RGS4 inhibitor -17%, Pin1 inhibitor -2%, HP1b binding inh 29%, PGK inhibitor -8%, ERG-DNA inh -10%, 12-LOX inh 1%, GLS inh -2%, TrxR1 inh 21% and JMJD2A Tudor inh -3%.
CC(NC(=O)COC(=O)c1cc(=O)c2ccccc2o1)c1ccccc1 (stereo unspecified) was read as RGS4 inhibitor 30%, Pin1 inhibitor 0%, HP1b binding inh 20%, PGK inhibitor -1%, ERG-DNA inh -5%, 12-LOX inh -18%&-17%, GLS inh -14%, TrxR1 inh 14%[57.1 µM] and JMJD2A Tudor inh 0%.
`Cc1ccc(N/N=C(\C#N)C(=N)N2CCCCC2)cc1` gave RGS4 inhibitor 12%, Pin1 inhibitor -2%, HP1b binding inh -10%, PGK inhibitor 0%, ERG-DNA inh -13%, 12-LOX inh inconclusive, GLS inh 34%, TrxR1 inh -5% and JMJD2A Tudor inh inconclusive.
For CNc1ccccc1C(=O)OCC(=O)c1ccccc1 the results were RGS4 inhibitor 13%, Pin1 inhibitor -2%, HP1b binding inh 294%[activator], PGK inhibitor -11%, ERG-DNA inh 10%, GLS inh 4%, TrxR1 inh -2%[57.1 µM] and JMJD2A Tudor inh 208%[activator].
COc1ccccc1NC(=O)COC(=O)c1c[nH]c2ccccc12 was read as RGS4 inhibitor -9%, Pin1 inhibitor 1%, HP1b binding inh 33%, PGK inhibitor -2%, ERG-DNA inh 10%, 12-LOX inh 409%[activator], GLS inh -3%, TrxR1 inh 12% and JMJD2A Tudor inh -19%.
For CCOCCCNC(=O)c1cn(CC(C)C)c(=O)c2c1c1ccccc1n2C the results were RGS4 inhibitor 11%&14%, Pin1 inhibitor -3%&-1%, HP1b binding inh -16%&12%, PGK inhibitor 2%, ERG-DNA inh 12%&-3%, 12-LOX inh inconclusive, GLS inh -5%&5%, TrxR1 inh -7%[57.1 µM] and JMJD2A Tudor inh -11%&-16%.
For CSCc1ccc(C(=O)NCc2ccccc2)cc1 the results were RGS4 inhibitor 10%, Pin1 inhibitor inconclusive, HP1b binding inh 16%, PGK inhibitor -5%, ERG-DNA inh -23%, 12-LOX inh -11%, GLS inh -1%, TrxR1 inh -3% and JMJD2A Tudor inh -1%.
CC(=O)c1ccc(OCC(=O)OCC(=O)N(CC(C)C)c2c(N)n(Cc3ccccc3)c(=O)[nH]c2=O)cc1 was read as RGS4 inhibitor 14%, Pin1 inhibitor 7%, HP1b binding inh 26%, PGK inhibitor 6%, ERG-DNA inh -4%, 12-LOX inh -16%, GLS inh 15%, TrxR1 inh -8% and JMJD2A Tudor inh -6%.
CN(CCOc1ccccc1)CC(=O)Nc1cccc(C#N)c1 was read as RGS4 inhibitor -14%, Pin1 inhibitor -4%, HP1b binding inh 39%[activator], PGK inhibitor -2%, ERG-DNA inh 15%, 12-LOX inh -2%, GLS inh -12%, TrxR1 inh 14% and JMJD2A Tudor inh 4%.
